Rev-erbA mod: modulates human Rev-erb alpha binding to DNA. P20393. Rev-erbα–FITC-DNA binding, fluorescence polarization, 90 min. activity, % at 10 µM. hit rate 0.79% among 370,000. AID 1259318;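 active = activity above about 14%, limit read from the data; passing the limit was not always enough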;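 note: 0% = DMSO wells with 35 nM protein and 100% = DMSO wells with 750 nM protein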
ARFGAP1 inhibitor: rat ARFGAP1 inhibition. inhibition, % at 16.5 µM. hit rate 0.26% among 360,000. Arfgap1-stimulated ARF1 GTP hydrolysis, GDP FP detection. AID 651572. Q62848;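 active = inhibition above a per-plate limit, mean inhibition of low control wells plus 3 SD, cut at about 25% in these data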;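 note: 0% = DMSO wells with enzyme and 100% = wells lacking Arfgap1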
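Material – truncated rat Arfgap1 GAP domain · Buffer or medium – HEPES-based buffer, pH 7.5 · Reagent – human ARF1(Δ1-17)-GTP substrate · Dosing – 16.5 µM single point, 1.26% DMSO · Schedule – GTP hydrolysis reaction 2 h at 25 °C · Technique – GDP detection by fluorescence polarization · Benchmarks – No-Arfgap1 wells (100%) versus DMSO full-reaction wells (0%) · Repeats – single replicate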
PG9 Ab binder: PG9 antibody binding by small molecule. inhibition, % at 6.7 µM. hit rate 0.43% among 360,000. AID 624416. TR-FRET gp120-PG9 antibody binding; in the data active = inhibition above about 8.5%
ASAP1 GAP inh: inhibitors of human ASAP1 ArfGAP activity. Q9ULH1. inhibition, % at 16.5 µM. ASAP1-stimulated ARF1 GTP hydrolysis, GDP FP detection. AID 624377. hit rate 0.19% among 360,000; in the data active = inhibition above about 25%;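 note: 0% = vehicle with enzyme and substrate and 100% = no enzyme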
ABHD4 inh: ABHD4 (mouse) inhibition, primary FP screen; inhibition, % at 8.92 µM; Q8VD66; hit rate 0.54% among 370,000; purified mABHD4, FP-Rh probe fluorescence polarization;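 active = inhibition exceeding the mean over every tested compound plus 3 SD, cut at about 30% in these data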;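 note: 0% = plate median of compound wells and 100% = S159A mutant with DMSO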
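Doses – 8.92 µM, single dose · Material – wild-type mouse ABHD4 protein · Replication – single well per compound (singlicate) · Measure – percent inhibition of probe binding, normalized to plate controls · Schedule – 45 min compound pre-incubation plus 60 min probe step, 25 °C · Detection – fluorescence polarization with parallel and perpendicular emission, 525/598 nm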
HTRA1 inh: blocks human HTRA1 serine peptidase; recombinant HTRA1, FP-rhodamine activity-based probe, fluorescence polarization; inhibition, % at 5.96 µM; hit rate 0.5% among 340,000; AID 504803; in the data active = inhibition above about 36%;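 note: 0% = enzyme with DMSO and 100% = wells lacking enzyme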
rCAG binder: r(CAG) repeat RNA binding; hit rate 1.3% among 370,000; inhibition, % at 3 µM; AID 651821; TO-PRO-1 dye displacement fluorescence;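 active = inhibition above the plate cutoff, the mean of all test compounds on that plate plus 3 SD, cut at about 35% in these data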;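 note: 0% = DMSO alone and 100% = 100 µM mitoxantrone as full dye displacement; higher means more dye released from RNA so lower well fluorescence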
NPR2 activator: GC-B (human) receptor activation. activation, % at 10 µM. hit rate 0.11% among 370,000. HEK293-GC-B cells, CNP EC30, cGMP TR-FRET; 0% at EC30 CNP, 100% saturating CNP. P20594. AID 1920062;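 active = activation at 10 µM reaching about 35% in either raw or pattern-adjusted values, limit read from the data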
Target sequence (P20594 whole entry, looked up): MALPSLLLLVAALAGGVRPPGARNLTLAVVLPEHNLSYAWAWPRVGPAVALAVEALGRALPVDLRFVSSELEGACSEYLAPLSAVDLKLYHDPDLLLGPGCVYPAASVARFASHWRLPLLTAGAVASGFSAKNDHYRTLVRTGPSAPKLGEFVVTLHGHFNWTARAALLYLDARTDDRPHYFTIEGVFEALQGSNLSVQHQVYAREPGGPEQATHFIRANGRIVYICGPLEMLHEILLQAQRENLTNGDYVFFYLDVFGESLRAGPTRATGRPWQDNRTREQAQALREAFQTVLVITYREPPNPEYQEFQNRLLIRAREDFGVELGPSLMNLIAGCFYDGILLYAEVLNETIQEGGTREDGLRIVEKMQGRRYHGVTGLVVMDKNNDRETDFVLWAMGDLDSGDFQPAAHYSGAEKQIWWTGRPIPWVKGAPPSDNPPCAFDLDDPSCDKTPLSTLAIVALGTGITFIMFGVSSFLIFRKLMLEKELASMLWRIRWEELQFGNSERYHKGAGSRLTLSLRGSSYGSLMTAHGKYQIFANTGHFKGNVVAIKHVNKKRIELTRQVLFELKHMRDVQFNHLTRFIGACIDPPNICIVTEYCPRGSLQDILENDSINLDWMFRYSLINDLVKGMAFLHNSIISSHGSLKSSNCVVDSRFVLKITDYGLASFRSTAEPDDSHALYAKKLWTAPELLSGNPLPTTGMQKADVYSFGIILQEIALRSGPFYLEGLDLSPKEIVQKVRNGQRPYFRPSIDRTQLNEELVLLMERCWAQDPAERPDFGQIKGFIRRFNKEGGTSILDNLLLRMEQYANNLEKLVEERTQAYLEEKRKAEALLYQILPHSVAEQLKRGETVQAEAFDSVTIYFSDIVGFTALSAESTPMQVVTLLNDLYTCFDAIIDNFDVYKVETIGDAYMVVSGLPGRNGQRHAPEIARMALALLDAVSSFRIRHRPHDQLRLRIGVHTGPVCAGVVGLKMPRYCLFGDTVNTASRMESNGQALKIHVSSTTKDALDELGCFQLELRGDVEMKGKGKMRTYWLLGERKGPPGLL
SMARCA2 activ: increases SMARCA2 function in MMTV reporter cells. activation, % at 9.1 µM. hit rate 1% among 370,000. MG213 cells, MMTV-luciferase reporter, dexamethasone, overnight; in the data active = activation above about 7.8%;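 note: 0% = vehicle wells and 100% = reference activator wells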
GC-A act: GC-A (human) enzyme activation | P16066 | HEK293 GC-A cells, cGMP TR-FRET, EC30 ANP; 0% at EC30 ANP, 100% saturating ANP | activation, % at 10 µM | hit rate 0.14% among 370,000 | AID 1671463; in the data active = activation above about 40%
* = called active by the depositor; nt = not tested or not shown.

Under each structure: Rev-erbA mod	ARFGAP1 inhibitor	PG9 Ab binder	ASAP1 GAP inh	ABHD4 inh	HTRA1 inh	rCAG binder	NPR2 activator	SMARCA2 activ	GC-A act
COc1ccc(N2CCN(Cc3cc(=O)c(OCC(=O)Nc4ccccc4)co3)CC2)cc1
    -2.5	11.7	-0.4	-6.5	3.6	-1.4	-1.6	3.0	-1.4	-1.9
Cn1c(CCNC(=O)c2ccco2)nc2cc(NC(=O)c3ccccc3)ccc21
    2.3	16.7	0.7	1.9	-1.8	-2.8	0.9	5.4	0.9	3.0
COc1cccc(C2CC(=O)N3CN(c4cccc(Cl)c4C)CSC3=C2C#N)c1OC (centres undefined)
    -0.2	-11.8	0.7	5.3	14.8	-15.7	15.1	2.9	-1.6	1.2
Cc1ccc2nc3sc(C(=O)NCc4ccco4)c(N)c3cc2c1
    0.6	23.3	-9.8	12.7	10.5	-13.9	18.8	-8.0	7.4	20.1
C=CCC1NS(=O)(=O)OCC1C(C)C (centres undefined)
    1.2	-2.5	-1.5	-2.1	-0.6	-0.5	1.0	1.4	0.1	-0.6
O=C1NC(=O)/C(=C/c2ccccc2Cl)N1
    -4.2	-0.5	-1.6	9.8	-0.3	-5.1	-0.7	-7.3	-1.1	-2.1
O=C(O)/C=C/c1coc2ccc(F)cc2c1=O
    3.4	-7.0	-1.4	7.1	0.8	1.7	-0.2	-5.0	0.8	-0.6
Cc1ccccc1C(=O)NC(=S)Nc1ccc(S(=O)(=O)N2CCOCC2)cc1
    -8.2	7.6	-1.6	-1.4	-1.4	-7.3	-0.9	9.0	-0.7	-2.5
Cc1cc(C)cc(NC(=O)CCn2c(=O)c3cccn3c3ccccc32)c1
    2.7	4.1	1.1	8.8	-1.8	-23.5	4.9	-12.0	-2.4	-34.7
O=C(CSc1ccc(Cl)cc1)Nc1nnc(-c2cccc([N+](=O)[O-])c2)s1
    -3.2	-1.2	-0.2	6.3	-3.6	-4.2	7.2	3.2	0.5	1.1
COc1cc(-c2ccc(NC(=O)NC3CC3)c(OC)c2)ccc1NC(=O)NC1CC1
    -3.6	-5.8	-0.9	7.4	3.7	nt	10.2	-2.5	-1.1	0.5
O=C(CCC1CCCCC1)NCCN1C2=NC[C@H](Cc3ccc(O)cc3)N2C[C@H]1Cc1ccc(O)cc1
    -4.7	8.9	1.7	-0.7	3.1	-2.9	2.9	3.5	-0.5	3.2
CC1=CN2C(=N)/C(=C/c3ccc(C)o3)C(=O)N=C2S1
    -0.5	11.2	-7.7	-6.1	0.7	0.8	1.0	6.8	2.4	0.2
CC1CCC(NC(=O)c2ccc(-n3cncn3)c([N+](=O)[O-])c2)CC1 (centres undefined)
    0.7	-1.4	-0.7	8.8	-2.1	-2.1	-1.6	0.1	-0.6	5.8
O=C(Nc1ccccc1)N1CCC(O)(c2cccc(C(F)(F)F)c2)CC1
    0.6	-4.1	-1.1	10.3	-4.6	-7.7	-6.0	-2.4	0.6	-0.3
Cc1ccc(-c2ccc(C(=O)O)[nH]2)cc1
    0.8	-12.8	-1.9	-2.6	-9.2	-3.7	2.4	0.5	-2.7	4.2
COCCNC(=O)c1cc2cc(Cl)cc(Cl)c2oc1=O
    1.6	-6.8	1.2	-2.3	-3.1	2.2	-0.7	-1.0	0.6	2.2
Cc1cc(S(=O)(=O)Nc2cccc([N+](=O)[O-])c2)c(C)s1
    -6.6	-1.7	-0.1	4.9	1.1	-2.8	4.8	3.0	-1.9	3.8
c1ccc(-c2cn(C[C@H]3CC[C@@H]([C@@H]4CC[C@H](Cn5cc(-c6ccccn6)nn5)O4)O3)nn2)nc1
    0.8	-1.9	-0.1	2.7	-2.1	2.1	-3.4	2.5	-1.4	-3.1
COc1ccc(N2CCN(CCNS(=O)(=O)c3cccc4nsnc34)CC2)cc1
    3.6	16.3	-1.6	10.4	2.0	2.1	-4.7	1.2	0.0	-5.5
Cc1cc(N)n2nc(-c3ccc(C(C)(C)C)cc3)cc2n1
    -4.2	-1.9	-0.9	0.2	-12.7	-17.2	-0.8	-5.5	5.2	-8.4
CC1(C(=O)NCC2CCCCC2)CCN1C(=O)Cc1ccc(-c2ccccc2)cc1 (centres undefined)
    -5.2	-1.7	-1.1	-10.0	-11.8	nt	0.9	0.6	-3.6	0.4
CNc1nc(C)c(C(C)=O)cc1C#N
    -0.8	1.6	-1.0	-8.6	-2.5	-1.3	2.2	-0.5	1.9	-0.2
O=C(Cc1ccc(Cl)cc1)N1CCN(c2ccccc2)CC1
    -3.2	5.3	0.4	-15.4	-2.8	-0.5	-4.5	-5.8	-1.0	-8.4
COc1ccc(-c2nnc3n2N=C(c2cccc([N+](=O)[O-])c2)CS3)cc1
    -4.7	nt	nt	nt	-7.4	nt	8.8	11.3	-5.1	22.4
CC(NC(=O)NNC(=O)c1ccncc1)(C(F)(F)F)C(F)(F)F
    0.7	6.8	-1.4	-1.2	-4.6	-0.6	4.5	2.7	-4.7	-3.1
COc1ccccc1NC1CCCCC1NS(=O)(=O)c1ccc(C)cc1 (centres undefined)
    4.4	3.9	-0.7	1.8	-2.6	1.4	-1.5	-2.9	-1.8	-5.6
CCCCc1cc(=O)oc2cc(C)cc(OCC(=O)NCc3ccccn3)c12
    -2.4	2.6	-0.7	-1.9	-6.3	-4.5	-6.1	-18.2	-0.3	-14.1
COc1cc(-c2nnc(COC(=O)CSCC(=O)Nc3cc(C)on3)o2)cc(OC)c1OC
    4.7	5.2	-0.8	13.2	-10.3	-0.3	4.6	0.7	-3.3	-4.2
c1ccc(-c2noc(C3CCC3)n2)nc1
    3.5	-1.1	0.7	-14.3	-1.6	nt	-0.1	-1.0	-1.4	-0.3
O=C1N=C(N2CCOCC2)S/C1=C/c1ccc(-c2ccc(F)cc2)o1
    10.9	29.6*	-8.0	33.5*	-2.9	-5.6	8.6	0.8	-4.6	10.1
Cc1cc(C(=O)OCC(=O)NC2CC2)ccc1[N+](=O)[O-]
    -1.5	-8.1	-0.4	-28.4	3.0	-3.1	-0.8	0.7	-1.3	-2.7
CCOc1ccccc1C(=O)Nc1ccc(S(=O)(=O)Nc2nccc(C)n2)cc1
    -0.5	5.9	-0.9	5.1	-0.1	2.0	18.2	0.3	2.0	3.7
CCOc1ccc2nc(SCC(=O)Nc3ccc(S(=O)(=O)N4CCCC4)cc3)c(C)cc2c1
    25.1*	8.7	-0.4	-4.3	-4.1	-5.6	6.4	-1.8	0.1	1.5
COc1ccc(S(=O)(=O)N2CCOCC2)cc1NC(=O)c1ccc(SC)cc1OC
    -4.6	-3.2	-2.1	14.1	-8.0	-13.1	4.1	3.5	-5.4	6.3
O=C1N[C@@H](Cc2ccccc2)COC(=O)[C@H](Cc2ccc(F)cc2)C/C=C\C[C@H]1CC(=O)N(CCO)Cc1ccccc1
    -4.1	-0.1	0.7	2.8	-12.2	-25.7	5.5	-4.2	-2.9	1.7
CCCCCCC1(C)NC(=S)N(c2ccccc2)N1 (centres undefined)
    -1.8	3.0	-4.6	11.0	0.0	3.9	0.3	1.5	0.6	-0.7
Cc1noc(C)c1NC(=O)N(C)C[C@@H]1Oc2ccc(NS(=O)(=O)c3c(C)noc3C)cc2C(=O)N([C@H](C)CO)C[C@H]1C
    4.0	7.3	1.7	-8.1	4.1	7.6	2.4	1.8	0.2	-0.4
CCN(CC)c1ccc(/C=N/NC(=O)Cc2cccs2)cc1
    2.8	-2.7	-0.7	-7.1	5.4	3.9	-3.1	-1.4	1.2	2.2
O=C(NCCc1ccccc1)C1CCC(Cn2c(=O)c3ccccc3n(Cc3cccnc3)c2=O)CC1 (centres undefined)
    3.3	-0.5	-1.6	1.2	2.1	-2.8	-2.2	4.2	-4.5	2.1

Grouped by structure, the entries above with fluorine.
Under each structure: Rev-erbA mod	ARFGAP1 inhibitor	PG9 Ab binder	ASAP1 GAP inh	ABHD4 inh	HTRA1 inh	rCAG binder	NPR2 activator	SMARCA2 activ	GC-A act
O=C(O)/C=C/c1coc2ccc(F)cc2c1=O
    3.4	-7.0	-1.4	7.1	0.8	1.7	-0.2	-5.0	0.8	-0.6
O=C(Nc1ccccc1)N1CCC(O)(c2cccc(C(F)(F)F)c2)CC1
    0.6	-4.1	-1.1	10.3	-4.6	-7.7	-6.0	-2.4	0.6	-0.3
CC(NC(=O)NNC(=O)c1ccncc1)(C(F)(F)F)C(F)(F)F
    0.7	6.8	-1.4	-1.2	-4.6	-0.6	4.5	2.7	-4.7	-3.1
O=C1N=C(N2CCOCC2)S/C1=C/c1ccc(-c2ccc(F)cc2)o1
    10.9	29.6*	-8.0	33.5*	-2.9	-5.6	8.6	0.8	-4.6	10.1
O=C1N[C@@H](Cc2ccccc2)COC(=O)[C@H](Cc2ccc(F)cc2)C/C=C\C[C@H]1CC(=O)N(CCO)Cc1ccccc1
    -4.1	-0.1	0.7	2.8	-12.2	-25.7	5.5	-4.2	-2.9	1.7

High-throughput results deposited in PubChem BioAssay by several laboratories.
